Rin1-Abl PPI inh: inhibitors of Rin1-Abl protein binding, primary screen, biochemical, TR-FRET; inhibition, % at 7.35 µM; 360,000 compounds, 0.4% hits; AID 588664, 2011; Tyrosine-protein kinase ABL1 (Homo sapiens) + Ras and Rab interactor 1 (Homo sapiens), …; in the data active = inhibition above about 5%, passing the limit was not always enough
eLon inh: inhibitors of E. coli Lon protease, primary screen, biochemical, fluorescence polarization; P0A9M0; purified E. coli Lon protease; inhibition, % at 7.94 µM; 360,000 compounds, 0.42% hits; AID 602123, 2011; in the data active = inhibition above about 13%, passing the limit was not always enough;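 note: 0% = enzyme with probe and DMSO and 100% = no enzyme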
CSN deneddyl inh: inhibitors of CSN-mediated cullin deneddylation, primary screen, biochemical, fluorescence polarization, uHTS; Purified CSN, SCF-Nedd8-OG deneddylation; COP9 signalosome complex subunit 5 (Homo sapiens), Q92905; 360,000 compounds, 0.38% hits; AID 651999, 2013; inhibition, % at 12.5 µM;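 active = pattern-corrected inhibition above about 35%, with an unprinted fluorescence ratio check between 0.5 and 1.5, limit read from the data, passing the limit was not always enough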;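 note: 0% = enzyme with substrate and 100% = substrate without enzyme; some results filed as inactive read as strong as hits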
Target sequence (Q92905 whole entry, looked up, one chain of several): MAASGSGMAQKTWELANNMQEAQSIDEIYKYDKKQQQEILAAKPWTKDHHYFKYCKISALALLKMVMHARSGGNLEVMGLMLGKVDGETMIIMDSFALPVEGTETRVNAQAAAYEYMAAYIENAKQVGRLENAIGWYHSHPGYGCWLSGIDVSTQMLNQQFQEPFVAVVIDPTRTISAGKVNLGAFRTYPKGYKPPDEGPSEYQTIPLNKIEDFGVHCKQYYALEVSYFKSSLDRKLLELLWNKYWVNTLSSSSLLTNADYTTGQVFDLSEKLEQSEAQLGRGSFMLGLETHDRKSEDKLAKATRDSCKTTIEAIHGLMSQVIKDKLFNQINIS
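Assay system: purified human Csn5 enzyme expressed in HEK293T cells; measure: % inhibition; also added: SCFSkp2-Nedd8OG substrate at 10 nM final; technique: fluorescence polarization; times: reaction 90 min, room temperature; medium: Tris buffer pH 7.5, NaCl, DTT, Tween-20, trehalose, ovalbumin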
MLLE-PAM2 inh: inhibitors of PABP1 MLLE–PAM2 peptide binding, primary screen, biochemical, fluorescence polarization, FITC-PAM2, GST-MLLE. 360,000 compounds, 0.36% hits. inhibition, % at 20 µM. AID 588489, 2011. Polyadenylate-binding protein 1 (Homo sapiens), P11940; in the data active = inhibition above about 35%, passing the limit was not always enough;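 note: plate controls were DMSO wells with GST-MLLE for no effect and wells lacking GST-MLLE protein for full effect; some results filed as inactive read as strong as hits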
Tb MetRS inh: T. brucei MetRS inhibitors, primary screen, biochemical, luminescence. inhibition, % at 11.9 µM. purified T. brucei MetRS, ATP depletion, Kinase-Glo luminescence. methionyl-tRNA synthetase (Trypanosoma brucei brucei). 360,000 compounds, 0.4% hits;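 active = inhibition above a per-plate cutoff of the control wells' mean inhibition plus 3 SD, cut at about 5.5% in these data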;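 note: 0% = DMSO wells median and 100% = median of wells with control inhibitor compound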
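Test system: purified T. brucei MetRS enzyme. Also added: ATP, methionine and E. coli bulk tRNA substrates. Compound: 11.9 µM single point. Schedule: 15 min enzyme-compound preincubation, 2 h reaction, 10 min detection, 25 °C. Signal: luciferase luminescence of residual ATP, Kinase-Glo. Evaluation: percent inhibition versus plate control medians. Controls: DMSO wells, low control.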
MsrA inh: bovine MsrA enzyme inhibitors, primary screen, biochemical, absorbance, HTS. 360,000 compounds, 0.75% hits. inhibition, % at 15.5 µM. AID 651718, 2012. purified bovine MsrA, absorbance read-out; in the data active = inhibition above about 4.5%;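 note: 0% = vehicle wells with enzyme and 100% = reference inhibitor wells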
bovine MsrA act: bovine MsrA enzyme activators, primary screen, biochemical, absorbance, HTS; Methionine sulfoxide reductase A (Bos taurus); purified bovine MsrA, absorbance read-out; activation, % at 10.6 µM; 360,000 compounds, 0.3% hits; AID 602163, 2012; in the data active = activation above about 7.5%;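 note: 0% = vehicle and 100% = reference activator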
FAS-TE inh: FAS thioesterase domain inhibitors, primary screen, biochemical, fluorescence intensity, uHTS. 360,000 compounds, 0.67% hits. recombinant FAS-TE, OMFH fluorogenic substrate, fluorescence endpoint. inhibition, % at 15 µM;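 active = compounds whose normalised, plate-corrected inhibition of enzyme fluorescence in the single-dose primary screen is 50% or more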;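 note: 0% = DMSO with enzyme and 100% = substrate without enzyme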
Neddylation inh: inhibitors of cullin neddylation, primary screen, biochemical, TR-FRET, uHTS, NAE and Ubc12 | NEDD8-conjugating enzyme Ubc12 (Homo sapiens) + NEDD8-activating enzyme E1 regulatory … | calls only at 25 µM | 360,000 compounds, 0.58% hits | AID 651699, 2012; in the data active = inhibition above about 36%
Target sequence (P61081 whole entry, looked up): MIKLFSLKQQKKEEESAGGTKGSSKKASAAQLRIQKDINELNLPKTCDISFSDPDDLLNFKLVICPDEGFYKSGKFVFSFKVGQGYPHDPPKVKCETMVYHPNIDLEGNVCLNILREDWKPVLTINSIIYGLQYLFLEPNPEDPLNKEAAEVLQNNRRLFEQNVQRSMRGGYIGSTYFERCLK
Target sequence (Q13564 whole entry, looked up): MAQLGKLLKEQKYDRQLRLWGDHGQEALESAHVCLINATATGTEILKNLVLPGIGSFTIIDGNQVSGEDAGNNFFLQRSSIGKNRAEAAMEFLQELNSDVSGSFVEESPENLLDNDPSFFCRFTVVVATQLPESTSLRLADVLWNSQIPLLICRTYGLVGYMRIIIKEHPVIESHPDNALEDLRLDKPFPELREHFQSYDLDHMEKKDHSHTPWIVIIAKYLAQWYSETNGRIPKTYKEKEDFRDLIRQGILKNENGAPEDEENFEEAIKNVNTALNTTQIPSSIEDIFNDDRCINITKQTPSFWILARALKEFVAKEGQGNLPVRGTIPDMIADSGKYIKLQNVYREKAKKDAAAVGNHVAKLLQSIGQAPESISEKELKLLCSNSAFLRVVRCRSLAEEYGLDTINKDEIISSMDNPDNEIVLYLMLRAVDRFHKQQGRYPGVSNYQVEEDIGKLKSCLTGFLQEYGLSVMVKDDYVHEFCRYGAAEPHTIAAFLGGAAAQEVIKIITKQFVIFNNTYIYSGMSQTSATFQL
An asterisk follows results filed as active; i = inactive; nt = no result given; + = active, no number.

Start of the listing, in advance, 3 compounds:
SMILES | Rin1-Abl PPI inh | eLon inh | CSN deneddyl inh | MLLE-PAM2 inh | Tb MetRS inh | MsrA inh | bovine MsrA act | FAS-TE inh | Neddylation inh
CCOc1ccccc1-n1c(SC(C)C(=O)NCC2CCCO2)nc2ccccc2c1=O (stereo not drawn) | 6.2 | 0.5 | -4.8 | -3.4 | -0.1 | 2.2 | -5.0 | -0.1 | i
CC(=O)c1cc(F)c(N2CCN(C(=O)Cc3ccccc3)CC2)cc1C | -0.9 | 4.5 | -2.2 | -8.9 | 0.2 | 0.6 | -9.4 | -0.9 | i
Cc1occc1C(=O)N/N=C/c1ccccn1 | -4.1 | -1.9 | 6.8 | 10.0 | -0.2 | 1.2 | -3.2 | -4.8 | i

Results (from the top)
SMILES | Rin1-Abl PPI inh | eLon inh | CSN deneddyl inh | MLLE-PAM2 inh | Tb MetRS inh | MsrA inh | bovine MsrA act | FAS-TE inh | Neddylation inh
CCOc1ccccc1-n1c(SC(C)C(=O)NCC2CCCO2)nc2ccccc2c1=O (stereo not drawn) | 6.2 | 0.5 | -4.8 | -3.4 | -0.1 | 2.2 | -5.0 | -0.1 | i
CC(=O)c1cc(F)c(N2CCN(C(=O)Cc3ccccc3)CC2)cc1C | -0.9 | 4.5 | -2.2 | -8.9 | 0.2 | 0.6 | -9.4 | -0.9 | i
Cc1occc1C(=O)N/N=C/c1ccccn1 | -4.1 | -1.9 | 6.8 | 10.0 | -0.2 | 1.2 | -3.2 | -4.8 | i
COc1cccc(CN(C)CC(=O)Nc2c(C)cccc2C(C)C)c1 | 2.9 | -9.4 | -2.1 | 8.5 | 0.2 | -0.1 | 1.0 | 4.9 | i
CN(C)c1ccc(-c2ccnc3c2CC(C)(C(=O)Nc2cccc(Oc4ccccc4)c2)O3)cc1 (stereo not drawn) | -1.0 | -4.2 | -2.7 | 2.1 | -0.1 | -1.7 | -1.4 | 7.6 | nt
CCCn1c(=S)[nH]c2sc3c(c2c1=O)CCCC3 | -0.3 | -5.6 | -3.3 | 12.4 | -0.5 | -0.3 | 0.6 | -6.7 | i
CC[C@]12c3[nH]c4ccccc4c3CCN1C(=O)C(CC(=O)NCc1ccco1)C[C@@H]2C(=O)N1CCN(C(=O)C2CC2)CC1 (stereo partly drawn) | -2.0 | -2.8 | -3.0 | 15.8 | -1.3 | 2.2 | -3.9 | -6.8 | i
Cc1ccc2cc(C(c3nnnn3C3CCCC3)N3CCOCC3)c(=O)[nH]c2c1C (stereo not drawn) | -4.4 | 4.9 | 14.2 | 4.0 | -0.9 | 1.1 | -3.4 | -4.2 | i
O=[N+]([O-])c1cc([N+](=O)[O-])c(Oc2ccc(F)cc2F)cc1NN1CCCCC1 | 1.9 | 10.5 | 4.9 | -5.1 | -0.6 | 0.2 | -9.1 | 0.6 | i
CC1=C(C(=O)OC(C)C)C(c2cccnc2)C2=C(CC(C)(C)CC2=O)N1 (stereo not drawn) | -1.7 | -3.5 | 1.2 | 5.2 | 0.4 | 1.7 | -2.8 | -8.0 | nt
CCCCn1c(N)c(N(CCOC)C(=O)CC2CCCCC2)c(=O)[nH]c1=O | -6.5 | 6.6 | 6.6 | -9.3 | -0.4 | 0.2 | -4.0 | -5.8 | i
CCOC(=O)CN(C(=O)CN1CCOCC1)c1ccc(Br)cc1 | -3.7 | 4.1 | -1.4 | -2.4 | -1.1 | -0.3 | -8.8 | -7.1 | i
COc1ccc(OC)c(NC(=O)C2(C)CCN2Cc2ccccc2OC(F)F)c1 (stereo not drawn) | 1.9 | -11.9 | 0.1 | -0.9 | -0.2 | 1.1 | -0.9 | 23.6 | i
Cc1cccc(NC(=O)CSCC(=O)Nc2cc(C(F)(F)F)ccc2N2CCOCC2)c1 | 0.2 | 0.3 | -3.8 | -0.6 | -0.2 | -1.1 | -1.1 | 16.4 | i
COc1ccc(CN2CCN(C(=O)CC(C)C)CC2)c(OC)c1OC | 3.1 | 2.3 | 1.4 | 9.9 | -0.3 | 0.2 | -0.9 | -6.6 | i
CC1CN(C(=O)CCC(=O)N2CCN(c3cccc(C(F)(F)F)c3)CC2)c2ccccc2O1 (stereo not drawn) | 3.2 | 4.5 | 3.0 | 1.6 | -0.1 | 0.0 | -5.2 | 22.7 | i
Cn1nc(C(=O)OCC(=O)Nc2ccc(F)cc2Cl)c2ccccc2c1=O | 1.7 | -7.5 | -7.9 | -1.3 | -0.1 | -0.2 | -1.2 | -2.0 | i
CC(C)(C)c1ccc(OCCNC(=S)NC(=O)c2cccnc2)cc1 | -1.2 | -4.3 | -12.9 | 4.7 | -0.6 | 1.2 | -14.3 | -18.6 | i
CC1CCc2nc(NC(=O)C3CCCO3)sc2C1 (stereo not drawn) | 1.6 | -10.4 | 1.5 | 25.1 | -0.5 | -0.5 | -2.0 | -11.5 | i
Cc1c(NC(=O)c2ccc(S(=O)(=O)N3CC(C)OC(C)C3)cc2)c(=O)n(-c2ccccc2)n1C (stereo not drawn) | -0.5 | 7.8 | 1.7 | 13.7 | -0.2 | -1.0 | -2.5 | -7.8 | i
Cc1nnc(N2CCOCC2)c2nn(-c3ccccc3)c(C)c12 | -8.4 | -9.4 | 2.7 | -29.4 | 0.1 | 2.2 | -4.5 | -9.3 | i
Cc1cc2oc(=O)cc(-c3ccccc3)c2c(C)c1-c1ccc(O)cc1 | -0.3 | -7.3 | 3.8 | 1.6 | -2.1 | 2.9 | -7.2 | 34.8 | i
CC(C)(C)N(Cc1ccccc1)C(=O)COC(=O)CCN1C(=O)C2CC=CCC2C1=O (stereo not drawn) | 3.7 | 5.4 | -3.5 | 15.3 | -0.4 | 0.5 | -2.4 | -4.9 | i
Cc1cccc(CC2SC(N3CCN(c4ccccc4)CC3)=NC2=O)c1 (stereo not drawn) | -1.8 | -0.7 | 0.2 | 8.4 | 0.1 | -0.8 | -2.9 | -0.2 | i
CN(C)S(=O)(=O)c1ccc(NC(=O)Cc2ccc(S(=O)(=O)N3CCOCC3)s2)cc1 | 2.2 | -7.9 | 7.2 | -17.6 | -0.8 | 0.5 | -3.3 | 41.9 | i
Cc1ccccc1C(=O)N1CCC(C(=O)N(CC(C)C)c2c(N)n(Cc3ccccc3)c(=O)[nH]c2=O)CC1 | 0.2 | -3.2 | -4.2 | -1.8 | 0.1 | -1.3 | -3.2 | -0.6 | i
O=C(COC(=O)c1ccc(O)cc1O)Nc1ccc(Cl)cn1 | -3.0 | -6.2 | -3.5 | -1.1 | 0.1 | -1.0 | -0.5 | 6.3 | i
CCCSCCCNC(=O)c1ccc(NC(=O)C2=CSCCO2)cc1 | -0.1 | 8.5 | -4.5 | -0.9 | -0.6 | 0.9 | 0.8 | -1.7 | i
Cc1ccc(OCC(=O)NCCO)cc1C | -2.1 | -2.5 | 2.6 | -0.5 | -0.4 | -0.9 | 0.3 | -10.4 | i
Cc1cccc(NC(=O)COC(=O)c2ccc3c(c2)OCO3)c1C | -2.0 | -9.2 | 1.1 | 1.1 | 0.1 | 0.9 | 5.8 | -4.8 | i
CC1(C)Oc2ccc3ccc(=O)oc3c2/C(=C/O)C1=O | 0.5 | -5.5 | 8.9 | -29.1 | -1.4 | 2.9 | -15.7 | -0.4 | +
C[C@H]1CN([C@@H](C)CO)C(=O)CCCn2cc(nn2)CO[C@@H]1CN(C)C(=O)Nc1ccc2c(c1)OCCO2 | -0.4 | -2.9 | 0.8 | 4.9 | 0.8 | -0.5 | 0.7 | -4.5 | i
CCOc1cc(N2CCOCC2)c(OCC)cc1NC(=O)COC(=O)c1ccc(Cl)nc1 | 1.5 | 7.1 | -4.3 | -10.7 | -0.2 | -1.5 | -7.6 | 1.6 | i
CCNC(=O)C1(C)CCCN1C(=O)c1cc(OC)c(OC)c(OC)c1 (stereo not drawn) | -2.8 | -2.3 | -5.2 | -4.4 | -0.4 | -0.2 | -4.4 | -12.4 | i
O=C(C1CCN(Cc2ccc(F)cc2)CC1)N1CCN(C/C=C/c2ccccc2)CC1 | 4.8 | -1.0 | -9.9 | 0.1 | -0.9 | -0.5 | 0.2 | -2.3 | i
CCOC(=O)c1c(NC(=O)CSc2nnnn2CC)sc(C)c1C | -2.2 | -1.4 | 4.1 | 6.8 | -0.7 | 4.5 | -9.6 | 8.2 | i
COc1ccccc1NS(=O)(=O)c1cc(C(=O)NCC(c2ccco2)N2CCCCC2)ccc1C (stereo not drawn) | 1.8 | -0.9 | 2.7 | -5.0 | -0.4 | 1.6 | -8.5 | -0.5 | i
O=C(c1n[nH]c(=O)c2ccccc12)N1CCN(c2ccccc2)CC1 | 2.2 | 0.0 | 1.6 | 5.9 | -1.0 | 1.5 | -14.2 | -15.2 | i
CC(=O)Nc1ccc(NC(=O)C2(C)Cc3c(-c4ccc5c(c4)OCO5)ccnc3O2)cc1 (stereo not drawn) | -3.0 | -12.2 | 5.8 | 6.7 | 0.3 | -0.8 | 0.3 | -3.3 | nt
O=C(c1ccccc1Cc1ccccc1)N1CCN(S(=O)(=O)c2ccccc2)CC1 | -1.8 | -2.4 | 0.2 | -2.1 | -0.5 | 0.4 | -3.8 | 15.3 | i
COc1ccc(Cc2noc(CN(C)CCN3CCc4ccccc4C3)n2)cc1OC | -1.5 | 1.7 | 0.5 | -15.3 | -1.1 | 0.6 | -7.2 | -4.6 | i
CCN(c1ccc(NC(=O)COC(=O)c2ccc(S(=O)(=O)N3CCCC3)cc2)cc1)C(C)C | 0.2 | 5.5 | 10.9 | -11.5 | -0.5 | -0.4 | -2.6 | 1.5 | i
O=C(Nc1cc(S(=O)(=O)N2CCOCC2)ccc1N1CCOCC1)c1c(F)cccc1Cl | 4.6 | -6.5 | -3.7 | -7.8 | 0.2 | 0.6 | -15.1 | 1.1 | i
FC(F)(F)c1ccc(Cl)c(N/N=C/c2ccc(N3CCOCC3)s2)c1 | 1.4 | -20.8 | 0.4 | -101.9 | -0.1 | -0.7 | -1.8 | 28.6 | i
COc1cccc(N(CC(=O)NC2CCCCC2)C(=O)CCC(=O)Nc2nccs2)c1 | 2.4 | -8.8 | 0.6 | -13.3 | -0.6 | -0.1 | -1.6 | -1.4 | i
CC1CCN(Cc2cc(=O)oc3ccc4ccccc4c23)CC1 | -1.9 | 9.8 | 2.9 | 5.2 | -0.3 | 0.1 | -2.8 | 41.7 | i
CN1C[C@@H]2[C@@H]3C(=O)N(C)C(=O)[C@@H]3[C@](Cc3ccccc3)(C1=O)N2C(=O)c1ccc(Cl)cc1 | 0.3 | -18.2 | 2.4 | -6.0 | -0.4 | 0.8 | -2.4 | -8.7 | i
CN(Cc1cnccn1)C(=O)CC1C(=O)NCCN1CC(c1ccccc1)c1ccccc1 (stereo not drawn) | -0.6 | 3.0 | -6.5 | 16.2 | -1.0 | -0.2 | -11.0 | 0.8 | i
COc1cccc(NC(=O)Cn2c(=O)oc3ccccc32)c1 | -1.5 | 5.2 | 8.1 | -3.3 | 1.4 | -1.0 | -1.7 | 0.0 | i

Assay outcomes deposited in PubChem BioAssay by several laboratories.
